Compound activity (PubChem)
D1 PAM: potentiators of human D1 dopamine receptor; HEK293 TREx D1 cells, calcium flux, dopamine EC20 potentiation; potentiation, % at 10 µM; 360,000 compounds, 0.036% hits; in the data active means potentiation above about 30%; further: 0% is about no effect
D1 agonist: agonists of human D1 dopamine receptor; P21728; HEK293 T-REx D1 cells, calcium flux, agonist mode; activation, % at 2 µM; 360,000 compounds, 1% hits; further: 0% is about no effect
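Agonism was scored from calcium flux recorded over 180 s (1 read/s) after pintool compound addition, following a 10-cycle baseline. Cells were inducible force-coupled HEK293 TREx D1, plated overnight at 30 C and loaded with no-wash calcium dye.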
TRHR ag: TRH receptor (human) agonism; activation, % at 2 µM; TRHR cells, calcium flux fluo-8, FDSS agonist mode; 360,000 compounds, 0.18% hits; further: 0% is about no effect
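Agonist-mode FDSS calcium read (Ex 480/Em 530, 1 s cycles) in 1536-well TRHR cells with fluo-8 dye, after 10-cycle baseline and 23 nL compound addition; TRH at EC20 (10 nM final) added afterwards for the enhancer phase.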
D2 antag: antagonists of human D2 dopamine receptor | inhibition, % at 10 µM | HEK293 TREx D2 cells, calcium flux, dopamine EC80 | 340,000 compounds, 2% hits | P14416 | AID 485344; in the data active means inhibition above about 30%; further: 0% is about no effect
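Calcium mobilization kinetics were recorded at 1 s intervals in tetracycline-induced HEK293 T-REx D2 cells, first for 180 s after compound addition and then 180 s after EC80 dopamine.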
RXFP1 antag: blocks the human relaxin receptor RXFP1. 350,000 compounds, 0.59% hits. HEK293-RXFP1, relaxin-stimulated cAMP HTRF, 30 min; hits give low values. Q9HBX9. AID 1259400. activity change, negative = inhibition, % at 57.5 µM;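 active means activity change of -60% or lower, but not beyond a set lower limit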; further: on the % scale 0 is the no-effect control and ±100 the full control effect
Target sequence (Q9HBX9 whole entry, looked up): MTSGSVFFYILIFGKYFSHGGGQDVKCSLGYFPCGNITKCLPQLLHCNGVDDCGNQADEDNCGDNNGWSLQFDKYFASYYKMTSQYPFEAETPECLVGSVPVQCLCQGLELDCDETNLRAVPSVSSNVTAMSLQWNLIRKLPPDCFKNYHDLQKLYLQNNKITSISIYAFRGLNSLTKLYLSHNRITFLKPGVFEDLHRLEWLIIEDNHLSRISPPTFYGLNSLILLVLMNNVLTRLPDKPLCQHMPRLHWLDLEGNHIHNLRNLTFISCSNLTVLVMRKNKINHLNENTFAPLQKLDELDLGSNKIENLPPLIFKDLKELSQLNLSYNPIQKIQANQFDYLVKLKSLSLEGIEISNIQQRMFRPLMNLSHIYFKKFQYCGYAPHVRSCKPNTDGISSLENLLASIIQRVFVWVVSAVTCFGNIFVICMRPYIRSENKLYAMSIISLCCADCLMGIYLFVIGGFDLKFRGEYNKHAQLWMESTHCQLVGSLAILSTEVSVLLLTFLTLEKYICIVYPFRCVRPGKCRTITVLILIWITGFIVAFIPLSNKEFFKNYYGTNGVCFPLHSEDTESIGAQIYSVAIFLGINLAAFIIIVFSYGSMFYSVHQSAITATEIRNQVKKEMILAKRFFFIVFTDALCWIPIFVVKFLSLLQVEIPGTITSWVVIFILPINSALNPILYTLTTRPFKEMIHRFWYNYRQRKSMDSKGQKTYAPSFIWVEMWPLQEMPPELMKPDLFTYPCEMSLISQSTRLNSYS
D2 PAM: D2 dopamine receptor (human) potentiation; P14416; 340,000 compounds, 0.34% hits; AID 485347; potentiation, % at 10 µM; HEK293 T-REx D2, calcium flux, EC20 dopamine potentiation;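 active means potentiation over 3 SD above the plate norm, cut at about 30% in these data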; further: 0% is about no effect
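Using a no-wash calcium dye in inducible, force-coupled HEK293 Trex cells expressing D2, we tracked fluorescence each second for 180 s after compound, then for 180 s after EC20 dopamine to detect augmented signalling.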
D1 antag: blocks dopamine activation of the human D1 receptor; AID 504652; P21728; activity change, negative = inhibition, % at 10 µM; 360,000 compounds, 3.2% hits; HEK293 TREx D1 cells, calcium flux, dopamine EC80; hits give low values; in the data active means activity change below about -30%; further: on the % scale 0 is the no-effect control and ±100 the full control effect
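Compound effects on dopamine-evoked calcium signalling were measured in tetracycline-induced HEK293 Trex D1 cells. Dopamine at EC80 followed a 180 s compound pre-read, and fluorescence was tracked kinetically for 180 s more.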
D2 ag: agonists of human D2 dopamine receptor | P14416 | HEK293 T-REx D2 cells, calcium flux agonist mode | activation, % at 2 µM | 340,000 compounds, 0.53% hits | AID 485358;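 active means activation over 3 SD above normal in the single-dose calcium agonist read, cut at about 30% in these data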; further: 0% is about no effect
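Agonism is scored from calcium flux in a force-coupled, inducible HEK293 cell line expressing D2, read kinetically for 180 s after compound addition against dopamine controls.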
TRHR PAM: TRH receptor (human) allosteric enhancement | enhancement, % at 2 µM | AID 493056 | TRHR cells, fluo-8 calcium fluorescence, EC20 TRH enhancement | 360,000 compounds, 0.66% hits; in the data active means enhancement above about 30%; further: 0% is about no effect
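TRHR-expressing cells loaded with fluo-8 calcium dye were read kinetically (ex 480/em 530) during compound addition, then stimulated with an EC20 of TRH (10 nM final). Enhancement of the Gq-mediated intracellular calcium response was scored.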
Active calls of the source: *. Unless noted, no stated cut-off is given here; in the data, active means activation above about 30%; inactive means the rest.

Screening CC(=O)Nc1cccc(NC(=O)Cn2cnc3c2c(=O)n(C)c(=O)n3C)c1 returned D1 PAM -0.5, D1 agonist -1.7, TRHR ag -0.9, D2 PAM 1.0, D1 antag -4.2, D2 ag -2.0 and TRHR PAM 3.0.
`CC(C)(C)N=C1NN=C(c2ccc(S(=O)(=O)N3CCCCC3)cc2)CS1` gave D1 PAM -10.6, D1 agonist 0.4, TRHR ag -0.8, D2 antag 4.3, RXFP1 antag -23.0, D2 PAM 17.4, D1 antag -13.6, D2 ag 0.0 and TRHR PAM 1.9.
Screening Cc1cccnc1NC(=S)NC(=O)c1oc2ccccc2c1C returned D1 PAM -8.1, D1 agonist 4.9, TRHR ag 0.0, D2 antag -1.5, RXFP1 antag -18.7, D2 PAM 0.1, D1 antag 3.9, D2 ag -0.1 and TRHR PAM -0.2.
Screening NC(=O)c1ccccc1OC1CCC1 returned D1 PAM 24.2, D1 agonist 1.6, TRHR ag 0.2, D2 antag 16.1, RXFP1 antag -5.6, D2 PAM -1.8, D1 antag -13.4, D2 ag 0.0 and TRHR PAM -2.0.
`CCCc1cc(=O)oc2cc(C)cc(OCC(=O)NC3CC3)c12` gave D1 PAM 8.2, D1 agonist -0.7, TRHR ag -0.4, D2 antag 3.7, RXFP1 antag -0.4, D2 PAM -3.2, D1 antag 14.8, D2 ag -0.2 and TRHR PAM -1.7.
For CCn1cc(C(=O)N2CCN(c3ccccc3OC)CC2)c(=O)c2cc(S(=O)(=O)N3CCC(C)CC3)ccc21 the results were D1 PAM 0.9, D1 agonist 1.8, TRHR ag -1.3, D2 PAM 0.0, D1 antag 10.8, D2 ag -0.2 and TRHR PAM -1.3.
For CC(C)NC(=S)NN=C1CCCCCCCCCCC1 the results were D1 PAM 1.1, D1 agonist 0.4, TRHR ag -0.7, D2 antag -9.1, RXFP1 antag -10.2, D2 PAM -2.6, D1 antag 12.6, D2 ag 2.4 and TRHR PAM -5.5.
For CC1(C)Cc2ccccc2-c2nnc(SCc3ccc(C#N)cc3)n21 the results were D1 PAM -6.2, D1 agonist 4.9, TRHR ag -0.5, D2 antag 14.9, RXFP1 antag 11.0, D2 PAM 0.6, D1 antag -2.3, D2 ag 0.1 and TRHR PAM -4.4.
For COc1ccc(CNC(=O)CCCn2ncn3c(cc4occc43)c2=O)cc1 the results were D1 PAM 1.7, D1 agonist 1.7, TRHR ag -0.3, D2 antag -18.9, RXFP1 antag 2.0, D2 PAM -12.2, D1 antag 0.8, D2 ag 0.6 and TRHR PAM -9.2.
`O=C(OCc1ccco1)c1cccnc1` gave D1 PAM -1.7, D1 agonist 2.0, TRHR ag 1.1, D2 antag 3.7, RXFP1 antag -8.7, D2 PAM 0.9, D1 antag 0.3, D2 ag 0.2 and TRHR PAM 9.1.
COC(=O)c1sc(N2C(=O)C(O)=C(C(=O)c3ccc(C)o3)C2c2ccco2)nc1C (configuration not stated) was read as D1 PAM -2.4, D1 agonist 2.2, TRHR ag 1.5, D2 antag 4.5, RXFP1 antag -6.4, D2 PAM 1.3, D1 antag 5.6, D2 ag -0.8 and TRHR PAM 2.5.
For COc1ccc(/C=N/NC(=O)CSCc2ccc([N+](=O)[O-])cc2)cc1OC the results were D1 PAM -7.1, D1 agonist 3.9, TRHR ag 1.0, D2 antag -8.1, RXFP1 antag -7.9, D2 PAM -0.5, D1 antag 16.2, D2 ag 0.9 and TRHR PAM 2.0.
Screening CCOC(=O)COc1ccccc1/C=C1/NC(=O)NC1=O returned D1 PAM -4.5, D1 agonist 4.2, TRHR ag -0.4, D2 antag -9.0, RXFP1 antag -9.1, D2 PAM 6.1, D1 antag -6.3, D2 ag -0.4 and TRHR PAM 0.3.
CC(C)Nc1nc(Oc2ccc(Cl)cc2Cl)cc(C(F)(F)F)n1 was read as D1 PAM 2.0, D1 agonist 9.8, TRHR ag -1.0, D2 antag -26.8, RXFP1 antag -13.7, D2 PAM -4.1, D1 antag 2.4, D2 ag 0.6 and TRHR PAM 3.7.
`COc1ccc(NC(=O)Nc2sc3nc4n(c(=O)c3c2C)CCC(C)CC4)cc1OC` (configuration not stated) gave D1 PAM -3.4, D1 agonist -0.1, TRHR ag -0.3, RXFP1 antag -11.6, D2 PAM -1.8, D1 antag 9.3, D2 ag -0.5 and TRHR PAM 2.9.
For COC(=O)c1cccnc1-n1c(=O)c2cccnc2n(Cc2cccc([N+](=O)[O-])c2)c1=O the results were D1 PAM 0.8, D1 agonist 2.5, TRHR ag -0.5, D2 antag -1.0, RXFP1 antag 7.2, D2 PAM -7.9, D1 antag 5.5, D2 ag -0.4 and TRHR PAM -1.2.
For O=S(=O)(c1ccccc1)C1(S(=O)(=O)c2ccccc2)CCCC1 the results were D1 PAM -3.0, D1 agonist 2.2, TRHR ag -0.1, D2 antag -1.6, RXFP1 antag 7.9, D2 PAM 23.9, D1 antag 11.9, D2 ag -0.3 and TRHR PAM 9.3.
`O=C(O)CCCC(=O)NNC(=O)c1cccc(Br)c1` gave D1 PAM 0.9, D1 agonist 1.4, TRHR ag 0.5, D2 antag 2.6, RXFP1 antag 4.0, D2 PAM -4.0, D1 antag 4.5, D2 ag 0.7 and TRHR PAM 0.4.
For COCCCNC(=O)c1ccc(-c2nc(CS(=O)(=O)c3ccc(C)cc3)c(C)o2)cc1 the results were D1 PAM -2.1, D1 agonist -1.2, TRHR ag 0.5, RXFP1 antag -8.2, D2 PAM -2.9, D1 antag -9.9, D2 ag 1.3 and TRHR PAM 1.8.
For COc1ccccc1C(=O)Nc1ccc(-c2nnn(CC(=O)NCc3ccco3)n2)cc1 the results were D1 PAM -4.3, D1 agonist 0.9, TRHR ag 0.5, D2 antag 1.9, RXFP1 antag 13.7, D2 PAM -5.8, D1 antag -3.4, D2 ag 1.4 and TRHR PAM 2.7.

Of the compounds above, 2 contain two or more sulfur atoms:
`CC(C)(C)N=C1NN=C(c2ccc(S(=O)(=O)N3CCCCC3)cc2)CS1` gave D1 PAM -10.6, D1 agonist 0.4, TRHR ag -0.8, D2 antag 4.3, RXFP1 antag -23.0, D2 PAM 17.4, D1 antag -13.6, D2 ag 0.0 and TRHR PAM 1.9.
For O=S(=O)(c1ccccc1)C1(S(=O)(=O)c2ccccc2)CCCC1 the results were D1 PAM -3.0, D1 agonist 2.2, TRHR ag -0.1, D2 antag -1.6, RXFP1 antag 7.9, D2 PAM 23.9, D1 antag 11.9, D2 ag -0.3 and TRHR PAM 9.3.

Copied from the results shown for reference:
Screening CC(=O)Nc1cccc(NC(=O)Cn2cnc3c2c(=O)n(C)c(=O)n3C)c1 returned D1 PAM -0.5, D1 agonist -1.7, TRHR ag -0.9, D2 PAM 1.0, D1 antag -4.2, D2 ag -2.0 and TRHR PAM 3.0.
`CC(C)(C)N=C1NN=C(c2ccc(S(=O)(=O)N3CCCCC3)cc2)CS1` gave D1 PAM -10.6, D1 agonist 0.4, TRHR ag -0.8, D2 antag 4.3, RXFP1 antag -23.0, D2 PAM 17.4, D1 antag -13.6, D2 ag 0.0 and TRHR PAM 1.9.

Going on with the list.
`O=S(=O)(NCc1nc2ccccc2[nH]1)c1ccccc1` gave D1 PAM -11.1, D1 agonist 6.3, TRHR ag -0.2, D2 antag 9.2, RXFP1 antag -0.7, D2 PAM -9.0, D1 antag -16.9, D2 ag 0.2 and TRHR PAM -1.0.
Screening Cc1cc(C)nc(SCc2csc(N)n2)n1 returned D1 PAM -4.2, D1 agonist 1.0, TRHR ag 1.2, RXFP1 antag -6.9, D1 antag -8.9 and TRHR PAM 4.1.
Screening CCCCNC(=O)c1cccc(-n2c(C)nc3cccnc32)c1 returned D1 PAM 1.3, D1 agonist 3.4, TRHR ag -0.3, RXFP1 antag -3.5, D2 PAM 3.3, D1 antag 9.4, D2 ag -0.1 and TRHR PAM 0.5.
CC(c1nnc(SCC(=O)Nc2cc([N+](=O)[O-])ccc2F)n1Cc1ccccc1)N(C)C (configuration not stated) was read as D1 PAM -3.1, D1 agonist 2.6, TRHR ag -0.4, RXFP1 antag 2.1, D1 antag 6.6 and TRHR PAM 5.4.
For Cc1cc(C(=O)N/N=C/c2ccco2)c2ccccc2n1 the results were D1 PAM 1.6, D1 agonist 2.4, TRHR ag 0.5, D2 antag -3.4, RXFP1 antag -7.5, D2 PAM -7.8, D1 antag -26.5, D2 ag 0.9 and TRHR PAM -4.0.
CCN(CCCNC(=O)c1ccc2c(c1)NC(=O)CN2C)c1cccc(C)c1 was read as D1 PAM -9.8, D1 agonist 3.4, TRHR ag 0.1, D2 antag 9.4, RXFP1 antag -26.1, D2 PAM -15.9, D1 antag -15.9, D2 ag 37.3* and TRHR PAM -1.9.
`NCCCn1c(C(=O)c2cc(Cl)c(N)c(Cl)c2)c2ccc(C(F)(F)F)cc2[n+]1[O-]` gave D1 PAM 5.6, D1 agonist 21.5, TRHR ag 2.6, D1 antag 5.1 and TRHR PAM 5.4.
For COCCCn1c(C(=O)NCCN2CCOCC2)cc2c(=O)n3ccccc3nc21 the results were D1 PAM -7.5, D1 agonist 2.4, TRHR ag 0.8, D2 antag -17.0, RXFP1 antag 3.3, D2 PAM -1.0, D1 antag -1.5, D2 ag 0.4 and TRHR PAM 0.1.
Screening Cc1nc2sc(C)c(C)c2c(=O)[nH]1 returned D1 PAM 5.8, D1 agonist 0.3, TRHR ag -0.7, D2 antag -19.4, RXFP1 antag -1.3, D2 PAM 7.0, D1 antag 8.9, D2 ag -0.3 and TRHR PAM 7.8.
Screening O=C(Cc1ccc(S(=O)(=O)N2CCOCC2)s1)Nc1ccccc1N1CCOCC1 returned D1 PAM -0.9, D1 agonist 1.1, TRHR ag 0.2, D2 antag 11.5, RXFP1 antag -0.9, D2 PAM 21.4, D1 antag 6.9, D2 ag 0.5 and TRHR PAM -5.0.
`CCc1ccc(N(C(C)=O)c2nc(CCl)cs2)cc1` gave D1 PAM -3.5, D1 agonist 3.4, TRHR ag 0.2, D2 antag 21.0, RXFP1 antag 7.9, D2 PAM -2.3, D1 antag 9.9, D2 ag -0.5 and TRHR PAM 2.8.
`COc1ccc(-c2nc(CSCC(=O)NCCc3ccccc3)c(C)o2)cc1` gave D1 PAM 0.6, D1 agonist 3.2, TRHR ag 0.2, RXFP1 antag -33.2, D2 PAM 1.6, D1 antag -21.3, D2 ag 6.9 and TRHR PAM -9.4.
`CCOC(=O)c1ccc(NS(=O)(=O)c2ccc3c(c2)OCCO3)cc1` gave D1 PAM -6.5, D1 agonist 24.6, TRHR ag 2.8, D2 PAM -10.3, D1 antag -36.2*, D2 ag 0.8 and TRHR PAM 15.1.
For CCc1nnc(NC(=O)CSc2ccc(-c3cccs3)nn2)s1 the results were D1 PAM 1.1, D1 agonist 4.4, TRHR ag -2.3, D2 antag -3.9, RXFP1 antag -2.8, D2 PAM 3.3, D1 antag 1.5, D2 ag -0.8 and TRHR PAM 3.3.
Screening CCOC(=O)C1CCCN(S(=O)(=O)c2ccc(-n3cnnn3)c(C)c2)C1 (configuration not stated) returned D1 PAM 4.2, D1 agonist 2.2, TRHR ag -0.9, D2 antag -3.2, RXFP1 antag -1.9, D1 antag -10.8, D2 ag -2.9 and TRHR PAM 11.4.
O=C(NCc1ccco1)Nc1ccc(Br)cc1 was read as D1 PAM -1.1, D1 agonist 2.1, TRHR ag -0.1, D2 antag -7.5, RXFP1 antag -10.2, D2 PAM 6.4, D1 antag -16.3, D2 ag 0.6 and TRHR PAM 7.6.

The order is random; any-hit rate near 7.3%.
